Screening data: PubChem, Sanford-Burnham Center for Chemical Genomics
ATG4B inh = ATG4B protease inhibitors, primary screen, biochemical, fluorescence, uHTS. ATG4B cleavage of LC3-PLA2, NBD-HPC fluorescence, 1 h. inhibition, % at 8.33 µM. 340,000 tested, 0.51% active; in the data active = inhibition above about 40%
Target sequence (Q9Y4P1 whole entry, looked up): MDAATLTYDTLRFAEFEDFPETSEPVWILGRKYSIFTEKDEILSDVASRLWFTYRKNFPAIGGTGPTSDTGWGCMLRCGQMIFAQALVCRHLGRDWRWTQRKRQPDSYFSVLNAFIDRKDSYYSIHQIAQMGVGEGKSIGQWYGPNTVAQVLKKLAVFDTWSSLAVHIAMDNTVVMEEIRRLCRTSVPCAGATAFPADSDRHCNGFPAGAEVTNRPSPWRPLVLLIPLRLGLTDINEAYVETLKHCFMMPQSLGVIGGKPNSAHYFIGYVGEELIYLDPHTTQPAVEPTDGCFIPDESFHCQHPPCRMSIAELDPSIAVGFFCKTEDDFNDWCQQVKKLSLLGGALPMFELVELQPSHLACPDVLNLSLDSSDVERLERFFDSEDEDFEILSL
hIAP block = human IAP inhibitors, primary screen, biochemical, luminescence, uHTS; Intestinal-type alkaline phosphatase (Homo sapiens), P09923; purified IAP, CDP-Star luminescence, 30 min; inhibition, % at 10 µM; 330,000 tested, 0.12% active; AID 2544, 2010;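 active = inhibition reaching a set limit with compound at 10 µM in the primary screen, cut at about 35% in these data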;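 note: plate controls were DMSO wells with enzyme for no effect and no-enzyme buffer wells for full effect; values of inactives mirror those of a sister screen read the other way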
Target sequence (P09923 whole entry, looked up): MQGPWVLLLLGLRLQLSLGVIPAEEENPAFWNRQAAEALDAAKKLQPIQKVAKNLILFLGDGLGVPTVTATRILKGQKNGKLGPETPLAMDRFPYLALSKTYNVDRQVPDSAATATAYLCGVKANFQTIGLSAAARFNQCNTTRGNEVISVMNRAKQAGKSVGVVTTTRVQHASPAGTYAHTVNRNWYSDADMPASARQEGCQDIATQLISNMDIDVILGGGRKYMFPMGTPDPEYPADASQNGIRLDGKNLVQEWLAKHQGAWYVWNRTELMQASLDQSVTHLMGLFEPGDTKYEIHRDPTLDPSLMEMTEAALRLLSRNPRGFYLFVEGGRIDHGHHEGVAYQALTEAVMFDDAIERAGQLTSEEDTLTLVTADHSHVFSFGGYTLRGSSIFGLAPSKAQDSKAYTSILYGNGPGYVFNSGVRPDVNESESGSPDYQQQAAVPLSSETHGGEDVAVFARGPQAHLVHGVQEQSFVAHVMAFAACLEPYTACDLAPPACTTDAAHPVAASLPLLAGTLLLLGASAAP
Apaf1 inhib = inhibitors of human Apaf-1 apoptosome, primary screen, biochemical, DEVD-Rh110 fluorescence, uHTS; Apoptotic protease-activating factor 1 (Homo sapiens), O14727; reconstituted apoptosome caspase-3 activity; inhibition, % at 20 µM; 330,000 tested, 0.71% active; AID 489030, 2010; active = inhibition of at least 40% at 20 µM;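 note: plate controls were DMSO wells for no effect and DEVD-CHO caspase inhibitor wells for full effect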
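Material: cell-free apoptosome with Apaf-1, procaspase-3 and caspase-9; Buffer or medium: Hepes pH 7.5 with detergent and BSA; Reagent: cytochrome c trigger plus (Z-DEVD)2-Rh110 caspase-3 substrate; Times: compound with Apaf-1, dATP, procaspase-3 30 min, then 50 min reaction, room temperature; Technique: Rh110 fluorescence intensity.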
hIAP act = human IAP activators, primary screen, biochemical, luminescence, uHTS. Intestinal-type alkaline phosphatase (Homo sapiens), P09923. purified human IAP, CDP-Star luminescence, 30 min; hits give high values; 1 = vehicle-only enzyme, 0 = enzyme-free background. activation factor at 10 µM. 330,000 tested, 0.16% active;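 active = activation factor of the enzyme at least 2-fold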; note: the source names both 10 and 20 µM as test concentration; values of inactives mirror those of a sister screen read the other way
TIM10 inh = growth inhibitors of isogenic TIM10 control yeast, primary screen, counter-screen for tim10-1 yeast inhibitor project, luminescence, uHTS; S. cerevisiae TIM10 strain growth, BacTiter-Glo luminescence, 24 h; inhibition, % at 10 µM; 330,000 tested, 1.4% active;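 active = inhibition of 40% or more at the single tested concentration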;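 note: wild-type TIM10 isogenic control strain grown at permissive 25 °C; 0% = DMSO yeast wells and 100% = minimal medium wells without yeast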
mIAP block = inhibitors of mouse IAP, primary screen, biochemical, luminescence, uHTS; purified mouse IAP, CDP-Star luminescence, 30 min; inhibition, % at 10 µM; 330,000 tested, 0.2% active;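 active = inhibition of at least 40% at 10 µM in the primary screen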;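 note: plate controls were DMSO with enzyme for no effect and no enzyme wells for full effect; values of inactives mirror those of a sister screen read the other way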
NLRP3 yeast inh = NALP3 inflammasome inhibitors in reconstituted yeast, primary screen, luminescence, uHTS; AID 2825, 2010; 330,000 tested, 0.39% active; inhibition, % at 10 µM; Yeast reconstituted NLRP3/ASC/caspase-1, beta-gal luminescence, 24 h;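 active = inhibition of 50% or more; inactive = inhibition below 50%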;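 note: plate controls were induced DMSO wells for no effect and uninduced yeast grown without galactose for full effect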
mIAP activ = activators of mouse IAP, primary screen, biochemical, luminescence, uHTS. muIAP, CDP-Star luminescence, 30 min; hits give high values; 1 = vehicle-only enzyme signal, 0 = enzyme-free wells. activation factor at 10 µM. 330,000 tested, 0.24% active. AID 2805, 2010;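 active = activation factor of at least 2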; note: the source names both 10 and 20 µM as test concentration; values of inactives mirror those of a sister screen read the other way
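Assay system: mouse IAP enzyme / Compound: DMSO-dissolved test compounds / Timing: 30 min, room temperature / Measured by: luminescence from enzymatic CDP-Star hydrolysis / Control set: DMSO-only wells, enzyme-free buffer wells as negative control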
tim10-1 inh = growth inhibitors of tim10-1 mutant yeast, primary screen, luminescence, uHTS. inhibition, % at 20 µM. 330,000 tested, 2.2% active. S. cerevisiae tim10-1 ts strain growth, BacTiter-Glo, 24 h;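 active = inhibition of at least 40%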;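 note: mutant grown at 25 °C; 0% = DMSO wells with yeast and 100% = wells holding no yeast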
Numbers without * were called inactive.

SMILES | ATG4B inh | hIAP block | Apaf1 inhib | hIAP act | TIM10 inh | mIAP block | NLRP3 yeast inh | mIAP activ | tim10-1 inh
CCOc1ccc(Cl)cc1/C=C1/C(=O)ON=C1C | 3.4 | 3.6 | 4.3 | 0.964 | 2.8 | 4.7 | 0.5 | 0.953 | 21.3
CC(C)(C)c1ccc(S(=O)(=O)N2CCN(CCC#N)CC2)cc1 | 12.3 | 33.8 | -5.9 | 0.662 | 16.6 | 7.0 | 10.3 | 0.93 | 49.7*
CCN(CC)CCNC(=O)c1cn(CC)c2ccc(S(=O)(=O)N(C)C3CCCCC3)cc2c1=O | 3.5 | 13.1 | -2.1 | 0.869 | -1.0 | 4.4 | 16.9 | 0.956 | -0.1
Cc1ccc(COc2ccc(Br)cc2/C=N/O)cc1 | 15.5 | 2.1 | 3.9 | 0.979 | 45.5* | 2.9 | 13.3 | 0.971 | 50.8*
Cc1cc(-n2c(C)cc(C(=O)CN3C(=O)NC4(CCCCC4C)C3=O)c2C)no1 (centres undefined) | -19.4 | -1.2 | -22.3 | 1.01 | 5.0 | 4.7 | 27.5 | 0.953 | -11.5
Cc1cccc(-n2nnnc2SCn2nnc3ccccc3c2=O)c1 | 4.5 | 17.1 | -11.4 | 0.829 | 35.1 | 10.2 | 0.6 | 0.898 | 26.2
CCCN1C(=O)/C(=C/c2ccc(C)s2)NC1=S | 9.6 | 4.8 | 12.5 | 0.952 | 45.2* | 12.9 | -5.8 | 0.871 | 46.5*
Cc1c(S(=O)(=O)Nc2ccc3c(c2)OCCO3)cnn1C | 3.2 | -1.7 | -4.1 | 1.02 | 14.7 | 6.8 | 9.5 | 0.932 | 5.3
Cc1ccc(OCC(=O)Nc2ccc3c(c2)C(=O)N(CCC(=O)O)C3=O)cc1 | 3.1 | -7.9 | 3.7 | 1.08 | -1.8 | -7.2 | 13.7 | 1.07 | -5.7
CCOC(=O)c1c(C)n(-c2ccc(OC)cc2)c2ccc(O)c(CN(C)C)c12 | -2.8 | -2.0 | -20.5 | 1.02 | 7.0 | -10.1 | 0.7 | 1.1 | 24.6
COc1ccc(CCN2CC(C(=O)N(C)CCc3cn[nH]c3)CCC2=O)cc1 (centres undefined) | 0.9 | 5.5 | -16.5 | 0.945 | 5.9 | -0.5 | -6.0 | 1 | 12.9
COc1ccc(NS(=O)(=O)c2cn(C)cn2)cc1OC | 7.4 | -17.5 | -12.6 | 1.18 | 12.0 | 2.7 | -3.8 | 0.973 | -1.2
O=C(CCC(=O)Nc1ccc(Br)cc1)N/N=C/c1ccccc1O | -7.9 | -56.4 | -0.7 | 1.56 | 19.7 | 8.7 | 6.1 | 0.913 | -2.2
CSc1nnnn1CCn1nnnc1SC | -0.2 | -22.9 | 12.2 | 1.23 | -9.7 | -3.5 | 16.9 | 1.03 | -0.7
Cc1nc2nc(-c3cccnc3)[nH]n2c(=O)c1C | 0.2 | -10.6 | 4.4 | 1.11 | -9.8 | 8.2 | 4.8 | 0.918 | 2.8
CCOc1cc(CNn2cnnc2)cc(Cl)c1OCC(=O)NC(C)(C)C | 1.3 | -10.6 | -4.5 | 1.11 | 3.4 | 1.3 | 14.1 | 0.987 | 11.4
CCOC(=O)C1CCN(c2cc3c(cc2NC(=O)c2ccccc2OCC)n(C)c(=O)n3C)CC1 | 14.3 | -17.4 | 40.4* | 1.17 | -19.9 | -8.1 | 23.7 | 1.08 | 47.5*
COc1ccc(-c2nnc(SCC#N)o2)cc1 | -8.9 | 2.7 | 8.5 | 0.973 | -23.4 | 0.0 | 2.7 | 1 | 21.3
Cc1ccc(S(=O)(=O)NCCOc2nc(N3CCOCC3)nc(N3CCOCC3)n2)cc1 | 0.8 | -17.8 | -21.6 | 1.18 | 8.2 | 2.6 | 2.3 | 0.974 | 2.9
CCOC(=O)c1sc(NC(=O)Cc2c(F)cccc2Cl)nc1C | -3.0 | -14.5 | 10.5 | 1.15 | 43.6* | 2.7 | 1.5 | 0.973 | 46.6*
CC(=O)Nc1ccc(C(=S)NCC2(N(C)C)CCCCC2)cc1 | -3.3 | 8.6 | 6.3 | 0.914 | -5.4 | 17.5 | 19.4 | 0.825 | 15.3
O=C(CS(=O)(=O)c1ccccc1)Nc1nc(-c2ccccc2)cs1 | -2.5 | -18.3 | 7.9 | 1.18 | 27.5 | -13.0 | -1.7 | 1.13 | 47.3*
COc1ccccc1CNC(=O)Cn1cccc1 | 2.1 | 1.1 | 1.0 | 0.989 | 9.9 | -2.0 | 12.2 | 1.02 | 10.2
Cc1nc(C)n(C(C)CC(=O)O)n1 (centres undefined) | 1.5 | 0.0 | -10.0 | 1 | 6.6 | 3.0 | -9.3 | 0.97 | 3.2

Two entries from above, with two lines to a compound.
Fields: ATG4B inh | hIAP block | Apaf1 inhib | hIAP act | TIM10 inh | mIAP block | NLRP3 yeast inh | mIAP activ | tim10-1 inh
COc1ccccc1CNC(=O)Cn1cccc1
 : 2.1 | 1.1 | 1.0 | 0.989 | 9.9 | -2.0 | 12.2 | 1.02 | 10.2
Cc1ccc(S(=O)(=O)NCCOc2nc(N3CCOCC3)nc(N3CCOCC3)n2)cc1
 : 0.8 | -17.8 | -21.6 | 1.18 | 8.2 | 2.6 | 2.3 | 0.974 | 2.9

(further entries)
SMILES | ATG4B inh | hIAP block | Apaf1 inhib | hIAP act | TIM10 inh | mIAP block | NLRP3 yeast inh | mIAP activ | tim10-1 inh
CC(=O)/C(C#N)=C1\NC(=O)C(Cc2ccccc2)S1 (centres undefined) | -0.2 | -4.6 | 5.4 | 1.05 | 3.7 | -5.2 | 10.1 | 1.05 | 13.8
COc1ccccc1Nc1nc(N)nc(CSc2nnc(C)s2)n1 | -7.7 | 3.9 | 0.4 | 0.961 | 16.0 | -4.9 | 12.5 | 1.05 | 18.0
CCC1Oc2ccccc2N(CC(=O)NCCc2ccc(OC)c(OC)c2)C1=O (centres undefined) | -0.2 | 6.5 | 6.1 | 0.935 | 1.2 | 5.2 | 2.1 | 0.948 | 12.6
Cc1ccc(C)c(OCC(O)CN2C(C)CCCC2C)c1 (centres undefined) | 4.8 | 5.8 | 4.5 | 0.942 | 2.0 | 0.9 | 4.6 | 0.991 | -0.7
Cc1c(Cl)c(=O)oc2cc(OCC(=O)NCc3cccs3)ccc12 | -1.3 | 0.6 | 2.8 | 0.994 | 11.0 | 6.2 | 2.4 | 0.938 | 6.8
CCOc1cc(C2C(C#N)=C(N)Oc3n[nH]c(-c4ccncc4)c32)cc([N+](=O)[O-])c1O (centres undefined) | 14.4 | 5.1 | 18.8 | 0.949 | -14.2 | 7.5 | -48.2 | 0.925 | -2.6
Cc1ccc(NC(=S)N(Cc2cccs2)Cc2cc3cccc(C)c3[nH]c2=O)cc1 | 0.5 | 5.3 | 4.4 | 0.947 | -1.1 | 13.2 | 10.0 | 0.868 | 4.9
CCOC(=O)CC1=C(C(=O)OCC)C(c2ccc(C)o2)C(C#N)=C(N)O1 (centres undefined) | -6.9 | -14.8 | 5.3 | 1.15 | 2.3 | 3.7 | 14.5 | 0.963 | 9.7
O=S(=O)(Nc1ccc(S(=O)(=O)N2CCCCC2)cc1)c1ccc(Br)s1 | -2.5 | -1.9 | 4.2 | 1.02 | 2.2 | -1.2 | 7.3 | 1.01 | 30.8
O=C(CP(=O)(CO)CO)c1ccc(Cl)cc1 | -14.2 | -3.0 | -21.5 | 1.03 | 14.0 | -5.6 | 9.6 | 1.06 | 13.1
Cc1ccc(-c2nc(-c3ccccc3)no2)c(Cl)c1 | 10.6 | 23.9 | 7.0 | 0.761 | 0.9 | -2.4 | 18.0 | 1.02 | 20.2
CC(C)Oc1ccccc1/C=N/NC(=O)C1CC1 | 3.3 | -10.4 | -8.8 | 1.1 | -4.2 | -7.1 | 15.1 | 1.07 | 0.6
CCOC(=O)C1CCCN(c2c(Nc3cc(C)cc(C)c3)c(=O)c2=O)C1 (centres undefined) | -0.7 | 9.8 | 7.5 | 0.902 | 2.7 | -0.9 | 1.1 | 1.01 | 9.9
CC(=O)Nc1ccccc1C(=O)N1CCN(Cc2ccc3c(c2)OCO3)CC1 | -0.6 | -16.2 | 21.5 | 1.16 | -3.8 | -2.6 | 24.8 | 1.03 | -7.1
CC1OC23CCCCC2C(C#N)(C(=N)O3)C1(C#N)C#N (centres undefined) | -8.0 | -10.3 | 0.4 | 1.1 | -3.9 | -7.1 | 16.2 | 1.07 | 13.3
CCOc1cc(C2NC(=O)NC(c3ccccc3)=C2C(C)=O)ccc1OCC(N)=O (centres undefined) | -2.3 | 7.2 | 0.0 | 0.928 | 2.5 | 0.8 | 16.0 | 0.992 | -2.2
Cc1c(CCC(=O)NCCCn2ccnc2)c(=O)oc2cc3oc4c(c3cc12)CCCC4 | -17.7 | -2.7 | 14.0 | 1.03 | 3.5 | 12.1 | 12.2 | 0.879 | 10.4
Cc1ccc(C)c(N2CCN(C(=S)Nc3ccc4nc(N5CCOCC5)cc(C)c4c3)CC2)c1 | 3.0 | -1.1 | 18.1 | 1.01 | 23.0 | 4.6 | 23.5 | 0.954 | 23.5
Cc1ccc(S(=O)(=O)N2CCN(c3ccc([N+](=O)[O-])c(Sc4nncn4C)c3)CC2)cc1 | -24.4 | 1.1 | 17.3 | 0.989 | 8.3 | 9.3 | 19.9 | 0.907 | 13.9
CC(C)c1nnc(NC(=O)c2ccc3c(c2)OCO3)s1 | -0.7 | 10.3 | 2.1 | 0.897 | 18.5 | -2.4 | 14.7 | 1.02 | 7.7
COCCNC(=O)CNC(=S)N(Cc1ccccc1)Cc1cccnc1 | -3.2 | -10.2 | 3.5 | 1.1 | -1.6 | 7.0 | 3.2 | 0.93 | -11.8
CC(OC(=O)CCCC(=O)Nc1ccccc1)C(=O)c1ccccc1 (centres undefined) | -13.3 | 0.7 | -5.8 | 0.993 | 2.5 | -5.4 | 25.3 | 1.05 | -9.9
O=C(NC(=S)NCC1CCCO1)c1cccs1 (centres undefined) | -7.5 | 4.0 | 12.4 | 0.96 | -0.3 | 2.4 | -4.4 | 0.976 | 27.8
N/C(=N\c1nc2ccccc2o1)NC(=O)C(Cc1ccccc1)N1C(=O)c2ccccc2C1=O (centres undefined) | -13.4 | -14.6 | 16.8 | 1.15 | 31.2 | 3.3 | 0.4 | 0.967 | 37.1
O=C1/C(=C\c2ccncc2)SC(=S)N1C1CCCCC1 | -5.0 | -10.9 | 22.4 | 1.11 | 27.3 | 9.2 | 14.8 | 0.908 | 43.5*

Results in hIAP block, hIAP act and mIAP block, for some of the entries so far:
SMILES | hIAP block | hIAP act | mIAP block
CCOC(=O)c1sc(NC(=O)Cc2c(F)cccc2Cl)nc1C | -14.5 | 1.15 | 2.7
CC(=O)Nc1ccc(C(=S)NCC2(N(C)C)CCCCC2)cc1 | 8.6 | 0.914 | 17.5
O=C(CS(=O)(=O)c1ccccc1)Nc1nc(-c2ccccc2)cs1 | -18.3 | 1.18 | -13.0
